High-throughput results (PubChem)
Hsp70 act: Hsp70 transcriptional activation, primary screen; HeLa Hsp70 promoter luciferase reporter, luminescence; scaled: vehicle 0, proteasome-inhibitor control 100%; activation, % at 10 µM; 200,000 compounds, 0.04% hits;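 active = activation above the mean across all tested compounds plus 3 SD, cutoff set per campaign, cut at about 5.5% in these data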;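 also: 100% = MG132 at 30 µM as the positive control and 0% = DMSO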
STAT1 inh: STAT1 signaling inhibition | inhibition, % at 5.5 µM | NIH 3T3 STAT1-luciferase reporter, IFN-gamma, luminescence | 200,000 compounds, 0.35% hits;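 active = inhibition above a set limit, the mean inhibition across all tested compounds plus 3 SD, cut at about 34% in these data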;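 also: 0% = IFN-gamma with DMSO and 100% = IFN-gamma with 300 µM nifuroxazide; values of inactives mirror those of a sister screen read the other way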
APP 5'UTR act: APP 5'UTR luciferase reporter activation; 190,000 compounds, 1% hits; SH-SY5Y APP 5'UTR luciferase reporter, luminescence; zero percent = DMSO vehicle wells; activation, % at 2 µM; AID 1276;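 active = activation above a set limit, based on mean plus 3 SD of controls, cut at about 140% in these data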; also: values of inactives mirror those of a sister screen read the other way
STAT3 act: STAT3 signaling activation. U3A cells, IL-6 STAT3-luciferase reporter, luminescence; 100% = signal with IL-6 EC80 alone. activation (% of control), % at 5.6 µM. 190,000 compounds, 0.91% hits. AID 871;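 active = activation above the screen-wide mean of compound activation plus 3 SD, cut at about 130% in these data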;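 also: 0% = background luminescence of wells with medium and substrate only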
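Assay system – human STAT1-deficient U3A cells with stable STAT3-luciferase reporter · Also added – IL-6 (33 ng/mL) · Schedule – compound 1 h, then IL-6 6 h at 37 °C · Technique – reporter luminescence signal · Evaluation – % activation versus median of IL-6-stimulated wells · Benchmarks – IL-6-only wells as 100% reference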
NF-kB expr up: compounds increasing NF-kB expression in human neuronal cells. NF-kB reporter expression; stronger effect = higher value. fold change at 12.5 µM. 190,000 compounds, 1.6% hits. AID 1239; in the data active = fold change above about 3.3
APP 5UTR inh: APP translation inhibition | SH-SY5Y APP 5'UTR-luciferase reporter, luminescence | inhibition, % at 2 µM | 190,000 compounds, 0.82% hits;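 active = inhibition above a set limit, derived from the sample mean plus 3 SD, cut at about 45% in these data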; also: values of inactives mirror those of a sister screen read the other way
FLuc inhib CS: counter-screen for luciferase assay inhibitors: firefly luciferase inhibition; P08659; inhibition, % at 10 µM; 200,000 compounds, 1.5% hits; ATPLite firefly luciferase biochemical luminescence, 10 min; AID 1006;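 active = inhibition above about 50% when tested at 10 µM, limit read from the data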
Target sequence (P08659 whole entry, looked up): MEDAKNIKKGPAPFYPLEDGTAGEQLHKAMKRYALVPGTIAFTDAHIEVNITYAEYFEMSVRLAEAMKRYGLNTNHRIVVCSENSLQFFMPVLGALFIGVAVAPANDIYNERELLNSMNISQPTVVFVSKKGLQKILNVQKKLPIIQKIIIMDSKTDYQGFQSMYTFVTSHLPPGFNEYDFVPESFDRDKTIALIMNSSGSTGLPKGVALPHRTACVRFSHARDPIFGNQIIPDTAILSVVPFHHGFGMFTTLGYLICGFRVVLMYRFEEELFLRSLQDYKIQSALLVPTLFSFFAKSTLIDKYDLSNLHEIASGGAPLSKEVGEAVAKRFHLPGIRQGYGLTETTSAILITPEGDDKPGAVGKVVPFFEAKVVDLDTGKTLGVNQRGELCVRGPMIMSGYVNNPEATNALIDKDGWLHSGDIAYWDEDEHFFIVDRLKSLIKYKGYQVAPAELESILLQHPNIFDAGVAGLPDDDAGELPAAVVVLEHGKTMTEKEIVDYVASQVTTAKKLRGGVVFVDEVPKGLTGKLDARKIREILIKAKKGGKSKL
STAT1 activator: activators of IFN-gamma induced STAT1 signaling; activation (% of control), % at 5.5 µM; NIH 3T3 STAT1-luciferase reporter, luminescence; 100% = IFN-gamma alone, no compound; 200,000 compounds, 2.6% hits; AID 932;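 active = activation above the screen-wide mean activation plus 3 SD, cut at about 130% in these data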;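 also: raw ratio to IFN-gamma control signal so 100% means no change and 0% no light; values of inactives mirror those of a sister screen read the other way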
STAT3 inh: reduces IL-6 driven STAT3 reporter signal; U3A cells, IL-6 STAT3-luciferase reporter, luminescence; host cell line lacks STAT1; inhibition, % at 5.5 µM; 190,000 compounds, 0.89% hits;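 active = inhibition above the mean inhibition across all screened compounds plus 3 SD, cut at about 44% in these data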;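 also: 0% = DMSO only wells and 100% = 100 µM nifuroxazide control wells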
RAM inhibit: inhibitors of the yeast RAM network; S. cerevisiae dse1pr::URA3 reporter, 5-FOA growth OD615, 2 d; analog-sensitive cbk1-as2 kinase mutant strain; inhibition, % at 50 µM; 190,000 compounds, 1.8% hits;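 active = inhibition above a set limit, 3 SD over mean compound inhibition, cut at about 8.4% in these data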;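 also: 0% = DMSO-only wells with no growth and 100% = 10 µM 1-NA-PP1 full growth; inhibition rescues growth on 5-FOA so higher OD means more RAM inhibition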
The depositor's hits bear a star; / = no result given; & = joins results of further samples. Outcome played no part in choosing rows; about 7.7% have a hit in one of these screens.

Values run as follows: Hsp70 act, STAT1 inh, APP 5'UTR act, STAT3 act, NF-kB expr up, APP 5UTR inh, FLuc inhib CS, STAT1 activator, STAT3 inh, RAM inhibit
O=C1c2ccccc2NC(c2ccccn2)N1c1ccc(Cl)cc1 (stereo not drawn)
→ 0.0, -8, 52, 121, 2.2, -52, -4, 107, -19, 1.1
COc1cccc(NC(=O)c2ccc(NCCCN3CC(C)CC(C)C3)c([N+](=O)[O-])c2)c1 (stereo not drawn)
→ -0.1, 20, -3, 103, 1.1, 3, -7, 81, 5, -0.5
Cc1ccc(CNC(=O)CCc2ccc(S(=O)(=O)NC3CCCCC3)cc2)cc1
→ -0.3, 7, 9, 103, 0.96, -9, 3, 93, 4, -0.5
Cc1ccc(/C=C/C(O)=C2/C(=O)N(C)C3(C)CC2c2ccccc2O3)cc1 (stereo not drawn)
→ -0.3, 15, 18, 96, 1.5, -18, -5, 87, 12, 3.8
COc1ccc(C2(O)CCN(CCCCOc3ccccc3)CC2)cc1
→ 0.2, -3, 8, 103, 0.82, -8, -2, 103, -1, -0.8
CN(C)c1ccc(-n2cccc2/C=C/[N+](=O)[O-])cc1
→ 1.0, 3, 29, 115, 2, -29, 0, 97, -15, 4.5
Cc1cc(NS(=O)(=O)c2ccccc2)no1
→ -0.2, 1, -8, 104, 1.2, 8, -2, 99, 1, 1.8
COc1cccc(N2C(=O)C(O)=C(C(C)=O)C2c2ccc(OC)c(OC)c2)c1 (stereo not drawn)
→ -0.5, -5, 4, 127, 1.1, -4, 3, 100, -31, 0.6
CCOC(=O)c1ccc(NC(=S)NCCc2ccc(F)cc2)cc1
→ -0.1, 17, 17, 88, 0.88, -17, -3, 83, 18, 3.6
C/C(=N\NC(=O)c1ccccc1C)c1ccc(N2CCOCC2)cc1
→ -0.4, 5, 1, 95, 1.1, -1, -3, 96, 12, 1.8
CC(=O)c1ccccc1NC(=O)CN1C(=O)CS/C1=C\c1nc(-c2ccc(C)cc2)cs1
→ -0.2, 0, 16, 101, 0.81, -16, -3, 99, 6, 7.1
Cc1ccccc1-c1nnc(Cc2ccccc2)o1
→ 0.1, -61, 71, 98, 2.5, -71, 22, 154*, 6, 0.1
O=[N+]([O-])c1nn(-c2ccc3c(c2)OCCO3)n(O)c1=NC1CCCCCC1
→ -0.2, -16, 59, 104, 1.3, -59, -2, 115, 4, 2.4
CC/C(O)=C1\C(=O)CC(c2ccccc2)CC1=NCCC(=O)O (stereo not drawn)
→ -0.2, 1, 26, 86, 1.1, -26, -3, 99, 16, -0.4
Cc1cc(C)n(C2CCCCC2OC(=O)c2ccccc2F)n1 (stereo not drawn)
→ 0.4, -4, 16, 98, 0.87, -16, -8, 104, 7, -0.3
Cc1c(N/C=C/C(=O)C(F)(F)F)c(=O)n(-c2ccccc2)n1C
→ -0.3, 2, 10, 102, 1.6, -10, -5, 97, 0, -0.1
COCCN(CC(=O)NCc1ccc(F)cc1)C(=O)CCC(=O)Nc1nccs1
→ 0.1, -7, -1, 95, 1.2, 1, -2, 106, 15, 0.9
CCCc1cc(C(=O)NNC(=S)NCC2CCCO2)cs1 (stereo not drawn)
→ 0.1, 2, 15, 100, 1.1, -15, 0, 98, 3, 0.4
Nc1ccc(S(=O)(=O)N2CCCC2)cc1
→ -0.2, -3, 5, 103, 0.98, -4, -7, 103, 5, -0.6
CCC(=O)NC(=S)Nc1ccc(NC(=O)c2ccco2)c(OC)c1
→ -0.1, -8, 21, 95, 1.2, -21, -2, 107, 7, 0.7
COc1cc(Br)c(C(C)NC(=O)c2ccccc2)cc1OC (stereo not drawn)
→ -0.4, 5, 4, 98, 1.4, -4, -10, 95, 8, 2.5
O=C(CCCOc1ccc(Cl)cc1)Nc1ccc(N2CCOCC2)cc1
→ -0.1, 10, 0, 100, 1.1, 0, 4, 90, 5, 2.7
Cc1nn(Cc2ccc(F)cc2)c2sc(C(=O)Nc3ccccc3N3CCOCC3)cc12
→ -0.5, 8, 20, 92, 1.1, -20, -12, 93, 9, 2.1
O=C(NC1CCS(=O)(=O)C1)c1cccc(S(=O)(=O)N2CCCCC2)c1 (stereo not drawn)
→ -0.3, -7, 3, 101, 0.94, -3, -4, 107, 3, 1.2
CCN(CCCNC(=O)COc1cc(=O)n(C)c2ccccc12)c1ccccc1
→ -0.4, 0, 12, 93, 1.2, -12, -1, 100, 12, 0.1
COc1ccccc1Nc1nc(C)cs1
→ 0.1&0.0, -15&-16, 14&17, 97&82, 1.6&1.7, -14&-17, 6&11, 114&115, 14&24, 0.3&0.8
COc1ccc(-c2nc(-c3ccccn3)no2)cc1
→ -0.6, 96*, -46, 8, 0.24, 46*, 98*, 10, 109*, -0.4
CC(=O)c1nn(-c2cccc(Br)c2)cc1C(=O)c1ccccc1
→ -0.3, -3, -6, 100, 1.4, 6, -6, 103, 3, 1.3
Cc1cc(OC(=O)N2CCCCC2)cc(C)c1Cl
→ 0.1, -4, 11, 104, 1.1, -11, -3, 105, -2, 0.4
CC(C)CCNCC(O)CON=C1c2ccccc2-c2ccccc21 (stereo not drawn)
→ -0.1, -3, 23, 108, 0.5, -23, 0, 101, 0, -1.4

The list goes on:
Values run as follows: Hsp70 act, STAT1 inh, APP 5'UTR act, STAT3 act, NF-kB expr up, APP 5UTR inh, FLuc inhib CS, STAT1 activator, STAT3 inh, RAM inhibit
COc1ccc(-n2c(Cc3cc(=O)[nH]c(=O)[nH]3)nnc2SCC(=O)N2CCC(C)CC2)cc1
→ -0.1, 7, 7, 107, 0.93, -7, -1, 93, 0, 0.2
CCOC(=O)c1sc(NC(=O)c2ccccc2F)c(C(N)=O)c1C
→ -0.3, -10, 10, 84, 1.4, -10, -1, 109, 18, 2.7
NC(=O)c1cccn1-c1ncc(C(F)(F)F)cc1Cl
→ -0.1, 4, -4, 91, 1.1, 4, -8, 96, 13, 2.7
O=C1c2ccccc2C(=O)N1CCCc1nc2ccccc2c(=O)n1CCCn1ccnc1
→ 0.0, -6, 8, 122, 0.62, -8, -9, 105, -16, 0.5
C=CCn1c(C)cc(C)c(C#N)c1=O
→ 0.3, 2, 1, 92, 1.1, -1, 0, 98, 19, 0.8
COc1cc(/C(C)=N/NC(=O)CSc2nncn2C)ccc1OCc1ccccc1Cl
→ 0.0, -32, 27, 91, 1, -27, 5, 129*, 11, 0.4
COC(=O)c1ccc(CSc2nnc(Nc3ccccc3OC)s2)o1
→ -0.5, -4, 20, 82, 1.1, -20, -7, 103, 28, 2.0
COc1ccc(C(=O)Nc2ccc3c(c2)C(=O)c2ccccc2C3=O)cc1OC
→ -0.2, -9, 25, 93, 1.2, -25, -3, 108, 4, 3.8
O=C(C1=NN[C@@H]2C(=O)N(c3cccc(C(F)(F)F)c3)C(=O)[C@H]12)C(c1ccccc1)c1ccccc1
→ -0.3, 1, 3, 98, 1.4, -3, -4, 99, 8, 2.7
CCCOC(=O)Cc1n[nH]c(=O)[nH]c1=O
→ -0.1, -3, 17, 99, 0.96, -17, -6, 103, 6, -0.8
CN(C)Cc1nc2ccccc2c(=O)n1CC#N
→ 0.0, 0, -16, 102, 0.97, 16, 1, 100, 5, 0.3
COc1cc(/C=C/c2nc(N)nc(-c3ccccc3O)n2)cc(OC)c1OC
→ -0.2, 8, -1, 97, 0.48, 1, -3, 93, 6, 3.0
CC(C)n1c(CSCc2ccc(Cl)cc2Cl)n[nH]c1=S
→ 0.0, 8, -2, 97, 1.2, 2, -6, 92, 6, 1.4
O=C(C1CCN(S(=O)(=O)c2ccc3c(c2)OCCO3)CC1)N1CCc2ccccc21
→ 0.8, -8, 1, 98, 0.98, -1, -11, 106, 8, 2.8
Cc1cc(C(=O)COC(=O)Cn2c(C(F)(F)F)nc3ccccc32)c(C)n1Cc1ccco1
→ -0.3, -2, 6, 77, 1.5, -6, -2, 102, 30, 4.2
COc1cc2c(cc1NS(=O)(=O)N1CCCC1)oc1ccccc12
→ -0.2, -6, -21, 97, 0.99, 21, -7, 106, 6, 5.4
Cc1ccc(S(=O)(=O)NCCC(C)C)cc1[N+](=O)[O-]
→ -0.1, -4, 32, 101, 1.4, -32, -8, 103, 2, 0.3
CCO[C@@H]1OC(C(=O)N2CCN(Cc3ccc4c(c3)OCO4)CC2)=C[C@H](C2CC2)[C@H]1CCCO
→ -0.1, 7, -1, /, 1, 1, 0, 95, /, 0.6
O=C(Nc1ccccc1Cl)C1CC(=O)n2c(nc3ccccc32)N1 (stereo not drawn)
→ -0.4, 8, 13, 96, 1, -13, 0, 92, 10, 5.3
COc1ccc(C(=O)Oc2cccc3cccnc23)cc1[N+](=O)[O-]
→ -0.1, -5, -2, 91, 1.1, 2, -8, 103, 15, -0.9
COc1ccc(N2CCN(C(=O)COc3ccc4ccccc4c3)CC2)cc1
→ -0.4, 10, 0, 95, 1.1, 0, -3, 91, 9, 5.3
CNC(=O)c1[nH]cnc1C(=O)N[C@@H](Cc1ccccc1)C(=O)OC(C)(C)C
→ 0.0, -4, 15, /, 1.3, -15, -4, 105, /, -0.5
COC(=O)c1ccc(N=Nc2ccccc2)cc1
→ 0.1, -35, 39, 91, 3.3, -39, 60*, 132*, 13, -0.6
COc1ccc(OCC(O)CNc2ccc(Br)cc2)cc1 (stereo not drawn)
→ -0.5, -3, -13, 103, 1, 13, 1, 103, -2, -2.3
O=S(=O)(NC1CCCCC1)c1ccc(S(=O)(=O)N2CCN3CCCC3C2)cc1 (stereo not drawn)
→ 0.0, -3, -1, 95, 1.1, 1, -8, 102, 10, 0.1

Sorted by SMILES length (smallest number first): part of the list above
Values run as follows: Hsp70 act, STAT1 inh, APP 5'UTR act, STAT3 act, NF-kB expr up, APP 5UTR inh, FLuc inhib CS, STAT1 activator, STAT3 inh, RAM inhibit
CN(C)Cc1nc2ccccc2c(=O)n1CC#N
→ 0.0, 0, -16, 102, 0.97, 16, 1, 100, 5, 0.3
COc1ccc(OCC(O)CNc2ccc(Br)cc2)cc1 (stereo not drawn)
→ -0.5, -3, -13, 103, 1, 13, 1, 103, -2, -2.3
NC(=O)c1cccn1-c1ncc(C(F)(F)F)cc1Cl
→ -0.1, 4, -4, 91, 1.1, 4, -8, 96, 13, 2.7
COc1ccc(N2CCN(C(=O)COc3ccc4ccccc4c3)CC2)cc1
→ -0.4, 10, 0, 95, 1.1, 0, -3, 91, 9, 5.3
COc1ccc(C(=O)Nc2ccc3c(c2)C(=O)c2ccccc2C3=O)cc1OC
→ -0.2, -9, 25, 93, 1.2, -25, -3, 108, 4, 3.8
O=C1c2ccccc2C(=O)N1CCCc1nc2ccccc2c(=O)n1CCCn1ccnc1
→ 0.0, -6, 8, 122, 0.62, -8, -9, 105, -16, 0.5
CNC(=O)c1[nH]cnc1C(=O)N[C@@H](Cc1ccccc1)C(=O)OC(C)(C)C
→ 0.0, -4, 15, /, 1.3, -15, -4, 105, /, -0.5
Cc1cc(C(=O)COC(=O)Cn2c(C(F)(F)F)nc3ccccc32)c(C)n1Cc1ccco1
→ -0.3, -2, 6, 77, 1.5, -6, -2, 102, 30, 4.2
